Wnt bcat act: activators of Wnt/beta-catenin signaling. AID 743398. activation, % at 9.35 µM. Wnt/beta-catenin reporter cell assay, activator, plate reader. 1.2% of 300,000 active; in the data active means activation above about 30%, passing the limit was not always enough; inconclusive means no clear call, values can overlap the other calls;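 further: 0% = neutral control wells and 100% = positive control wells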
Cardiac RTF inh: cardiac RTF calcium desensitization. P19429+P45379. IANBD-labeled cardiac RTF, Ca2+ fluorescence. inhibition, % at 7.15 µM. 0.12% of 340,000 active. AID 493244;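 active means inhibition above the mean inhibition of all tested compounds plus 3 SD, cut at about 17% in these data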;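 further: assay run at fixed EC70 calcium of 1.6 mM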
Arrestin-AP2 inh: human beta-arrestin and AP2 interaction inhibition | FITC-arrestin peptide / GST-AP2 beads, flow cytometry; AP2 beta2 appendage carries R879A mutation | inhibition, % at 10 µM | 0.31% of 340,000 active;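 active means inhibition above a set limit, near 3 SD of compounds lacking own fluorescence, cut at about 54% in these data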;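 further: plate controls were DMSO wells for no effect and 5 µM unlabelled arrestin peptide for full effect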
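System: GST-AP2 R879A bound to glutathione beads, E. coli-expressed. Also added: 50 nM FITC-arrestin peptide. Schedule: compound with beads 12 min RT, then probe 1 h RT. Signal: bead flow cytometry, FITC channel. Read-out basis: percent response.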
MOR-DOR ag: OPRM1-OPRD1 heterodimerization agonism | P35372+P41143 | activation, % at 9.3 µM | 0.3% of 340,000 active | AID 504326 | cells, luminescence; in the data active means activation above about 18%;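 further: 0% = vehicle-treated cells and 100% = reference agonist; values of inactives mirror those of a sister screen read the other way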
MOR-DOR inv ag: inverse agonist of human OPRM1-OPRD1 heterodimerization; inhibition, % at 9.3 µM; 0.21% of 340,000 active; P35372+P41143; cell-based MOR-DOR heterodimer luminescence, inverse agonism; in the data active means inhibition above about 22%, passing the limit was not always enough;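 further: 0% = cells with DMSO and 100% = wells without cells with DMSO; values of inactives mirror those of a sister screen read the other way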
RTF Ca sens act: increases calcium sensitivity of human cardiac regulated thin filaments. P19429+P45379. AID 493008. IANBD-labeled TnC RTF fluorescence at EC20 calcium; 0% EC20 calcium, 100% full calcium. 0.24% of 340,000 active. activation, % at 7.2 µM;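 active means activation above the mean over all tested compounds plus 3 SD, cut at about 30% in these data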;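 further: rise in fluorescence read as greater calcium sensitivity of cardiac thin filaments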
V-ATPase pHluor: alters yeast V-ATPase proton transport; S. cerevisiae, pHLuorin cytosolic pH fluorescence; response, % at 10 µM; 0.37% of 350,000 active; AID 504577; in the data active means response mostly above about 7.3%, no sharp cut-off; inactive means mostly below about 5.4%; further: actives read high; inactives centre near 0; some compounds called inactive have numbers as strong as hits; reference of the scale not given here
C-LANA FP: KSHV C-LANA DNA binding inhibition; 0.078% of 340,000 active; MBP-C-LANA/FAM-LBS DNA binding, fluorescence polarization; inhibition, % at 9 µM; AID 504423;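 active means highest replicate inhibition at or above 60% at 9 µM, even if other replicates fall short; inactive means all replicates below 60% inhibition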;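 further: 0% = neutral control wells and 100% = 4 µM acridine orange control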
DSG3 Ab inh: human desmoglein-3 autoantibody binding inhibition; binding (percent of control), % at 10 µM; 0.48% of 310,000 active; DSG3-coupled beads, scFv-anti-DSG3-GFP binding, flow cytometry; active compounds read low;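 active means binding more than 3 SD below its plate's average and above zero; inconclusive means below that plate limit but binding exactly zero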;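 further: hits lower antibody fragment binding to DSG3; some compounds called inactive have numbers as strong as hits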
Keap1-Nrf2 PPI: inhibitors of human Keap1-Nrf2 protein-protein interaction; Q14145; Keap1 Kelch-Nrf2 peptide fluorescence polarization, 1536-well; inhibition, % at 9.4 µM; 0.15% of 340,000 active; AID 504523; in the data active means inhibition above about 12%; inconclusive means no clear call, values can overlap the other calls; inactive means below about 7.3%;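 further: human Keap1 Kelch domain with fluorescein labeled Nrf2 9mer peptide probe; 0% = neutral control wells and 100% = peptide positive control; higher means more block of Keap1 binding to Nrf2 peptide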
Target sequence (Q14145 whole entry, looked up, the tested form may be a part): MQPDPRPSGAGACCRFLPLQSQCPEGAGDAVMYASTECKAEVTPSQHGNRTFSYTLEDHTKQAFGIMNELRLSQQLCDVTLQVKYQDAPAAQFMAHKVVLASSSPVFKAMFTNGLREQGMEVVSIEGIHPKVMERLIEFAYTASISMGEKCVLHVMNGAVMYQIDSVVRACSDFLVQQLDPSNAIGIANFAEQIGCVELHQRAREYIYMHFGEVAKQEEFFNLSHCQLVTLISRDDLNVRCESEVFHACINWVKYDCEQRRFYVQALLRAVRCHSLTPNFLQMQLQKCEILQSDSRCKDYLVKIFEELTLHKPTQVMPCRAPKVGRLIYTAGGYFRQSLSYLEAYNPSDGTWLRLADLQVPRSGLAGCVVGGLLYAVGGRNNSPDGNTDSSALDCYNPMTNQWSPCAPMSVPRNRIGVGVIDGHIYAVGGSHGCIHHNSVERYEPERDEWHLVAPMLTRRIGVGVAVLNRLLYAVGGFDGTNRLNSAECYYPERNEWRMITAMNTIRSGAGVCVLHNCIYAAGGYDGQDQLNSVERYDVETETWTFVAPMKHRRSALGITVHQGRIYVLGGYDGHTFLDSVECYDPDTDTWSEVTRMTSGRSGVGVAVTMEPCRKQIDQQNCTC
Active calls of the source: *.

Results for O=C(COC(=O)c1ccccc1)c1ccc(Br)cc1 ?
Wnt bcat act: 11.1; Cardiac RTF inh: -5.6; Arrestin-AP2 inh: -15.2; MOR-DOR ag: 4.0; MOR-DOR inv ag: -23.4; RTF Ca sens act: 2.5; V-ATPase pHluor: 0.4; C-LANA FP: 0.0; DSG3 Ab inh: 103.2; Keap1-Nrf2 PPI: -2.8

Results for CC(=O)Oc1ccc(N(C(C)=O)S(=O)(=O)c2ccc(C)c([N+](=O)[O-])c2)cc1 ?
Cardiac RTF inh: 2.4; Arrestin-AP2 inh: -4.5; MOR-DOR ag: 0.7; MOR-DOR inv ag: -3.8; RTF Ca sens act: 3.3; V-ATPase pHluor: 1.9; C-LANA FP: -1.8; DSG3 Ab inh: 98.8; Keap1-Nrf2 PPI: -4.9

How did COc1cccc(-c2cc(C(=O)Nn3cnnc3)c3ccccc3n2)c1 do in these assays?
Wnt bcat act: -3.6; Cardiac RTF inh: 7.6; Arrestin-AP2 inh: 7.1; MOR-DOR ag: -1.8; MOR-DOR inv ag: 10.1; RTF Ca sens act: -11.4; V-ATPase pHluor: 1.5; C-LANA FP: 1.4; DSG3 Ab inh: 98.1; Keap1-Nrf2 PPI: -3.5

How did O=C(NCCN1CCOCC1)c1ccc2c(c1)N(Cc1ccccc1F)C(=O)CS2 do in these assays?
Wnt bcat act: -6.9; Cardiac RTF inh: -9.6; Arrestin-AP2 inh: -6.5; MOR-DOR ag: -2.0; MOR-DOR inv ag: 12.7; RTF Ca sens act: -0.1; V-ATPase pHluor: 6.4; C-LANA FP: 0.7; DSG3 Ab inh: 103.0; Keap1-Nrf2 PPI: -0.9

What do the screens show for `O=C(COC(=O)c1cc2ccccc2cc1O)Nc1ccccc1F`?
Wnt bcat act: -2.9; Cardiac RTF inh: -3.1; Arrestin-AP2 inh: -4.4; MOR-DOR ag: 9.0; MOR-DOR inv ag: -35.8; RTF Ca sens act: -0.6; V-ATPase pHluor: -3.3; C-LANA FP: 4.3; Keap1-Nrf2 PPI: -1.7

How did Cc1cc(C)c(NN=c2c(=O)c3ccccc3c2=O)c(C)c1 do in these assays?
Wnt bcat act: 21.0; Cardiac RTF inh: -6.8; Arrestin-AP2 inh: 29.3; MOR-DOR ag: 1.7; MOR-DOR inv ag: -8.9; RTF Ca sens act: -2.1; V-ATPase pHluor: -2.8; C-LANA FP: 8.0; DSG3 Ab inh: 101.1; Keap1-Nrf2 PPI: 2.2

How did C=CCn1c(=O)c2ccccc2n2c(SCc3csc(-c4ccccc4)n3)nnc12 do in these assays?
Cardiac RTF inh: 0.8; Arrestin-AP2 inh: 16.5; MOR-DOR ag: 0.6; MOR-DOR inv ag: -3.3; RTF Ca sens act: 0.5; V-ATPase pHluor: 1.6; C-LANA FP: -1.0; DSG3 Ab inh: 104.0; Keap1-Nrf2 PPI: -6.2

Results for COc1ccccc1-n1c(C)nc2cc(C(=O)NCCN3CCOCC3)ccc21 ?
Wnt bcat act: -1.1; Cardiac RTF inh: -8.6; Arrestin-AP2 inh: 8.1; MOR-DOR ag: -2.9; MOR-DOR inv ag: 18.1; RTF Ca sens act: -0.1; V-ATPase pHluor: -7.5; C-LANA FP: -1.1; DSG3 Ab inh: 84.4; Keap1-Nrf2 PPI: -8.1

What do the screens show for `O=C(c1ccc(Cn2c(=O)[nH]c3ccsc3c2=O)cc1)N1CCN(c2ccccc2)CC1`?
Wnt bcat act: inconclusive; Cardiac RTF inh: -7.3; Arrestin-AP2 inh: 27.1; MOR-DOR ag: -2.7; MOR-DOR inv ag: 13.6; RTF Ca sens act: -1.1; V-ATPase pHluor: 0.2; C-LANA FP: 0.3; DSG3 Ab inh: 100.3; Keap1-Nrf2 PPI: 2.3

What do the screens show for `C[C@@H]1CN([C@H](C)CO)C(=O)c2cc(NC(=O)Nc3ccc(C(F)(F)F)cc3)ccc2O[C@H]1CN(C)S(=O)(=O)c1cccs1`?
Wnt bcat act: -8.1; Cardiac RTF inh: -10.2; Arrestin-AP2 inh: -4.2; MOR-DOR ag: -2.2; MOR-DOR inv ag: 12.0; RTF Ca sens act: -4.1; V-ATPase pHluor: -1.7; C-LANA FP: -1.4; DSG3 Ab inh: 98.4; Keap1-Nrf2 PPI: -6.4

Results for COc1ccc(-c2cc(=O)oc3cc(OCC(=O)N4C[C@H]5C[C@@H](C4)c4cccc(=O)n4C5)ccc23)cc1 ?
Wnt bcat act: -0.9; Cardiac RTF inh: -5.3; Arrestin-AP2 inh: -1.1; MOR-DOR ag: -3.3; MOR-DOR inv ag: 16.7; RTF Ca sens act: 3.3; V-ATPase pHluor: 2.2; C-LANA FP: 0.3; Keap1-Nrf2 PPI: 1.9

How did COc1cccc(CN(C(=O)COc2ccccc2[N+](=O)[O-])C2CCS(=O)(=O)C2)c1 (centres undefined) do in these assays?
Cardiac RTF inh: -3.2; Arrestin-AP2 inh: 35.4; MOR-DOR ag: -0.6; MOR-DOR inv ag: 3.2; RTF Ca sens act: -5.4; V-ATPase pHluor: -5.3; C-LANA FP: -0.1; Keap1-Nrf2 PPI: -0.2

What do the screens show for `Cc1ccc(N2C(=O)[C@@H]3[C@H](C2=O)C2c4ccccc4C=NN2[C@@H]3C(=O)c2ccc(Cl)cc2)cc1` (some centres undefined)?
Wnt bcat act: 3.0; Cardiac RTF inh: -8.5; Arrestin-AP2 inh: 5.5; MOR-DOR ag: 12.6; MOR-DOR inv ag: -64.0; RTF Ca sens act: 4.5; V-ATPase pHluor: -5.0; C-LANA FP: -0.1; DSG3 Ab inh: 95.1; Keap1-Nrf2 PPI: -5.1

Results for COc1ccc(S(N)(=O)=O)cc1N(C)S(=O)(=O)c1ccccc1 ?
Wnt bcat act: -1.0; Cardiac RTF inh: -12.2; Arrestin-AP2 inh: 13.0; MOR-DOR ag: -0.2; MOR-DOR inv ag: 1.0; RTF Ca sens act: -1.4; V-ATPase pHluor: 0.1; C-LANA FP: 3.2; DSG3 Ab inh: 100.2; Keap1-Nrf2 PPI: -1.8

Results for O=C1C2CCCCC2C(=O)N1Cc1ccccc1 (centres undefined) ?
Wnt bcat act: -2.0; Cardiac RTF inh: -13.4; Arrestin-AP2 inh: -4.5; MOR-DOR ag: -2.4; MOR-DOR inv ag: 13.9; RTF Ca sens act: 5.8; V-ATPase pHluor: -2.1; C-LANA FP: 0.0; DSG3 Ab inh: 99.4; Keap1-Nrf2 PPI: -4.1

Results for CC(=O)c1ccccc1NC(=O)c1ccc2c(c1)NC(=O)C(C)S2 (centres undefined) ?
Wnt bcat act: inconclusive; Cardiac RTF inh: 0.4; Arrestin-AP2 inh: 21.3; MOR-DOR ag: 0.6; MOR-DOR inv ag: -4.3; RTF Ca sens act: -7.0; V-ATPase pHluor: -1.8; C-LANA FP: -1.5; DSG3 Ab inh: 103.5; Keap1-Nrf2 PPI: 3.5

How did Cc1cc(=O)oc2c3c(cc(OCC(=O)N[C@@H](C)C(=O)O)c12)OC(C)(C)CC3 do in these assays?
Wnt bcat act: -0.6; Cardiac RTF inh: 1.1; Arrestin-AP2 inh: 0.3; MOR-DOR ag: -1.8; MOR-DOR inv ag: 8.0; RTF Ca sens act: 2.3; V-ATPase pHluor: 0.8; C-LANA FP: 0.4; DSG3 Ab inh: 102.8; Keap1-Nrf2 PPI: -1.0

What do the screens show for `NC(=O)NC(=O)c1nccnc1C(=O)O`?
Wnt bcat act: -1.5; Cardiac RTF inh: -5.1; Arrestin-AP2 inh: -11.5; MOR-DOR ag: -3.6; MOR-DOR inv ag: 18.4; RTF Ca sens act: 2.3; V-ATPase pHluor: -0.5; C-LANA FP: -0.5; DSG3 Ab inh: 95.0; Keap1-Nrf2 PPI: -0.6

What do the screens show for `Cc1ccc(S(=O)(=O)/N=C2\C=C(Nc3ccc(O)cc3)C(=O)c3ccccc32)cc1`?
Cardiac RTF inh: 6.0; Arrestin-AP2 inh: -0.5; MOR-DOR ag: 16.4; MOR-DOR inv ag: -64.5; RTF Ca sens act: -9.0; V-ATPase pHluor: -2.7; C-LANA FP: 0.7; DSG3 Ab inh: 94.4; Keap1-Nrf2 PPI: 1.4

Results for O=C(OCc1nc2ccc(Cl)cc2n1CCO)c1ccc(O)cc1 ?
Wnt bcat act: -2.3; Cardiac RTF inh: -6.3; Arrestin-AP2 inh: -6.9; MOR-DOR ag: -0.9; MOR-DOR inv ag: 4.7; RTF Ca sens act: 4.8; V-ATPase pHluor: 3.0; C-LANA FP: -0.9; DSG3 Ab inh: 102.8; Keap1-Nrf2 PPI: 0.7

How did CN(C)S(=O)(=O)c1cccc(NC(=O)c2cc3c(cc2Cl)N2CCCCCC2=NS3(=O)=O)c1 do in these assays?
Wnt bcat act: -11.3; Cardiac RTF inh: 6.8; Arrestin-AP2 inh: -0.1; MOR-DOR ag: -1.2; MOR-DOR inv ag: 5.7; RTF Ca sens act: -6.7; V-ATPase pHluor: -2.4; C-LANA FP: -0.4; DSG3 Ab inh: 92.6; Keap1-Nrf2 PPI: -0.1

How did O=C(Cc1cccc(NC(=O)C2CCN(C(=O)CCc3ccccc3)CC2)c1)Nc1cccc(C(=O)N2CCCC2)c1 do in these assays?
Wnt bcat act: 0.6; Cardiac RTF inh: -7.9; Arrestin-AP2 inh: -4.6; MOR-DOR ag: -0.5; MOR-DOR inv ag: 2.6; RTF Ca sens act: 7.4; V-ATPase pHluor: 1.3; C-LANA FP: 0.4; DSG3 Ab inh: 103.5; Keap1-Nrf2 PPI: 0.2

Results for CC(C)OC(=O)c1cc2ccccc2oc1=O ?
Wnt bcat act: -0.5; Cardiac RTF inh: -9.6; Arrestin-AP2 inh: -0.7; MOR-DOR ag: 0.4; MOR-DOR inv ag: -2.7; RTF Ca sens act: -0.2; V-ATPase pHluor: -0.9; C-LANA FP: 1.8; DSG3 Ab inh: 101.5; Keap1-Nrf2 PPI: 4.0

How did COc1ccc(C(=O)CSc2ncnc3nc[nH]c23)cc1 do in these assays?
Wnt bcat act: 3.7; Cardiac RTF inh: -14.9; Arrestin-AP2 inh: 13.1; MOR-DOR ag: -0.9; MOR-DOR inv ag: 4.7; RTF Ca sens act: -2.2; V-ATPase pHluor: 0.1; C-LANA FP: 6.2; DSG3 Ab inh: 87.8*; Keap1-Nrf2 PPI: 3.7

Results for CCc1ccc(-c2nc(CS(=O)CC(=O)NCc3ccc4c(c3)OCO4)c(C)o2)cc1 (centres undefined) ?
Wnt bcat act: 0.2; Cardiac RTF inh: -3.4; Arrestin-AP2 inh: 11.6; MOR-DOR ag: -2.6; MOR-DOR inv ag: 13.9; RTF Ca sens act: -1.1; V-ATPase pHluor: -1.8; C-LANA FP: -1.3; DSG3 Ab inh: 97.0; Keap1-Nrf2 PPI: -0.4

Results for COC(=O)c1cc(OC)c(OC)cc1NC(=O)c1cccc(C)c1 ?
Cardiac RTF inh: 5.4; Arrestin-AP2 inh: 29.2; MOR-DOR ag: 0.8; MOR-DOR inv ag: -4.1; RTF Ca sens act: -2.0; V-ATPase pHluor: 4.4; C-LANA FP: -1.3; DSG3 Ab inh: 94.0; Keap1-Nrf2 PPI: -2.6

Source: PubChem BioAssay (several laboratories)
